Screening results deposited in PubChem BioAssay by National Center for Advancing Translational Sciences (NCATS).
aSyn yeast inh: rescues yeast growth from alpha-synuclein toxicity | AID 652106 | Yeast expressing alpha-synuclein, growth rescue, BacTiter-Glo, 24 h | Potency, µM (titrated, usually from 46.1 µM), for the others: at the highest dose growth rescue (activation), hits mostly activators | actives 0.14% (n = 370,000); note: potency is the fitted concentration of half-maximal effect; % of control where 0% means no effect; nearly all actives have a fitted effect of over 65% in size
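Rescue of yeast growth: cells expressing toxic alpha-synuclein, induced in galactose at OD600 0.02, incubated with compound 24 h at 30 C. ATP luminescence quantified growth; inhibitors of toxicity appear as activators.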
TDP43 rescue: TDP-43 toxicity inhibition in yeast. TDP-43 expressing yeast growth rescue, BacTiter-Glo, 24 h. Potency, µM (doses to about 46.1 µM), without a hit: at the highest dose growth rescue (activation), hits mostly activators. actives 1.8% (n = 410,000); note: potency is the fitted concentration of half-maximal effect; % of control where 0% means no effect; nearly all actives have a fitted effect of over 50% in size
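Luminescence from BacTiter-Glo reports growth of TDP-43-expressing yeast after 24 hr at 30 deg C with compound. Cells were raffinose-pregrown to mid-log, then seeded in galactose medium at OD600=0.02.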
Abeta yeast res: compounds reversing amyloid beta toxicity in yeast | yeast expressing A-beta42, growth rescue, OD600, 48 h; response scale: 0% DMSO, 100% iron-clioquinol control | Potency, µM (series often up to 46.1 µM), without a hit: at the top dose growth rescue, actives largely listed as activators | actives 0.063% (n = 410,000) | AID 1347071; note: potency is the fitted concentration of half-maximal effect; nearly all actives have a fitted effect of over 55% in size
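Yeast growth medium received pinned compounds, then yeast cells expressing toxic A-beta were added; plates incubated at 30 C for 48 hr. Growth read as absorbance at 600 nm, normalized to DMSO and equimolar FeCl3 plus clioquinol controls.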
FUS suppressor: FUS proteinopathy suppression in yeast | actives 0.24% (n = 390,000) | S. cerevisiae FUS-expressing, growth rescue, OD600, 24 h | AID 1347120 | Potency, µM (top dose mostly 76.6 µM), inactives show at the highest dose growth rescue (activation), most hits filed as activators;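 note: potency is the fitted concentration of half-maximal effect; plate controls were DMSO vehicle for no effect and reference control for full effect; nearly all actives have a fitted effect of over 55% in size; some results filed as inactive show a strong effect at the top dose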
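Absorbance at 600 nm, taken 24hr after compound addition, measured rescue of FUS-yeast growth at 30C. Induction used 2% galactose with seeding at OD 0.005. Controls: CP55940 from 92uM final, DMSO only.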
GLP1R ag: activates the human GLP-1 receptor; AID 624172; Potency, µM (series often up to 45.6 µM), for inactives: at the top dose activation, usual class: activators; actives 0.007% (n = 380,000); P43220; HEK293 GLP-1R CRE-luciferase, luminescence, 4-6 h; cells express a hypersensitive GLP-1R form; note: potency is the fitted concentration of half-maximal effect; % of control where 0% means no effect
Target sequence (P43220 whole entry, looked up): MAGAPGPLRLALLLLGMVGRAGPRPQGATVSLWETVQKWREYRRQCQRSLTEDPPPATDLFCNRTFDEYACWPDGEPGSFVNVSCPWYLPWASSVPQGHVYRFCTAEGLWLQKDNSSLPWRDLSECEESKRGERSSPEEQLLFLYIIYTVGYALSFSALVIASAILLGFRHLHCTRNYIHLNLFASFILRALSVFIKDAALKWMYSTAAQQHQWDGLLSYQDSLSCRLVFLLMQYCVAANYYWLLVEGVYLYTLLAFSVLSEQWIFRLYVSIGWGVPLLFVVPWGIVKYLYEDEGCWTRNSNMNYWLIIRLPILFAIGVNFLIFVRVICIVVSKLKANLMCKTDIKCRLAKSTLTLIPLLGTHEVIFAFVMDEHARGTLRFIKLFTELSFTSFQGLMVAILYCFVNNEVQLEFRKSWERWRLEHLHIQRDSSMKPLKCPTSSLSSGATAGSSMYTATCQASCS
Akt phos inh: blocks phosphorylation of Akt; activity change, % for hits at 50 µM; Neuro2A IGF-stimulated pAkt S473 HTRF, 20 min; stronger effect = lower value; AID 651550; actives 0.32% (n = 360,000); in the data active = activity change below about -80%; inconclusive = mostly about -51% to -80%; note: % is set by controls: 0 for no effect and ±100 for the full control effect
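Neuro2A cells (4,500/well, DMEM with 0.5% FBS) were treated with compound at a single 50 µM final concentration, stimulated with 6 nM IGF for 20 min at 37 °C, and lysed. Phospho-Akt Ser473 was read by HTRF as 665/615 ratio ×10^4.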
GLP-1R inv ag: GLP-1 receptor (human) inverse agonism; Potency, µM (titrated, usually from 38.3 µM), for inactives: at the highest dose activity change, negative = inhibition, most hits filed as inhibitors; P43220; actives 1.6% (n = 410,000); HEK293 GLP-1R CRE-luciferase, luminescence, 24 h; GLP-1R form is constitutively active; note: potency is the fitted concentration of half-maximal effect; % is set by controls: 0 for no effect and ±100 for the full control effect; nearly all actives have a fitted effect of over 55% in size
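Readout was luciferase luminescence, measured 12 min after detection reagent at room temperature. Beforehand, GLP-1R reporter HEK293 cells had sat 12 h, then received compounds for 24 hr at 37 deg C.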
DRD3 antagonist: D3 dopamine receptor (human) antagonism; D3R cells, DiscoveRx beta-arrestin luminescence, antagonist mode; stronger effect = lower value; P35462; AID 652054; max response, negative = inhibition, %; actives 2.5% (n = 360,000); in the data active = max response below about -50%; inconclusive = no clear call, values can overlap the other calls; note: % is set by controls: 0 for no effect and ±100 for the full control effect; mostly tested at two doses, the higher about 12 µM
Target sequence (P35462 whole entry, looked up): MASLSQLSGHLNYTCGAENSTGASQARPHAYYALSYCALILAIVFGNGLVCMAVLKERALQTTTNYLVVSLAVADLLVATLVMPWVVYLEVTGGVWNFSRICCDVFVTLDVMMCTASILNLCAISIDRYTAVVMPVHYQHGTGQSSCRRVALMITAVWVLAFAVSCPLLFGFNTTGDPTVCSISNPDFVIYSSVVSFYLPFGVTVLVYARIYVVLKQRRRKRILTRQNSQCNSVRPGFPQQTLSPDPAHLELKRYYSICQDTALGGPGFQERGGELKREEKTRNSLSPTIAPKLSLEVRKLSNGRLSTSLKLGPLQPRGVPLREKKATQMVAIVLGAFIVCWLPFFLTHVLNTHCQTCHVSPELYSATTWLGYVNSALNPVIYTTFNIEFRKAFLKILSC
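Cells plated overnight at 1500 cells/well, then exposed to library compounds with dopamine controls for 90 minutes at 37 degrees C. DiscoveRx reagent added for 30–60 minutes at room temperature; luminescence read, quantitative HTS format.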
PTHR1 ag: activates the human parathyroid hormone receptor PTHR1; HEK293 GP2 PTHR1 cells, GloSensor cAMP luminescence, 1 h; actives 0.075% (n = 410,000); Potency, µM (highest dose often 115 µM), for inactives: top-dose activation, usual class: activators; Q03431; note: potency is the fitted concentration of half-maximal effect; nearly all actives have a fitted effect of over 55% in size; some results filed as inactive show a strong effect at the top dose; inactives centre near -15; many of its hits are not listed in these tables
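HEK-293-derived GP2 cells expressing PTHR1 and a GloSensor cAMP reporter, 3,000/well, plated overnight, given luciferin plus IBMX (each 0.5 mM as added) for 1 h at 37 °C, then compound for 1 h at 37 °C. Luminescence was read after 15 min at room temperature.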
* = called active by the depositor; i = inactive; ? = inconclusive; . = no result given; [ ] = remark or other dose. Unless noted, calls come from the whole dose curve; as a rule, active = well fitted curve in the direction sought with a large enough effect; inconclusive = small, poorly fitted or top-dose-only effect, or another doubt; inactive = no such curve, though single readings can be large; an effect the other way counts as inactive or inconclusive. An excerpt (hit frequency here may not be typical).

SMILES	aSyn yeast inh	TDP43 rescue	Abeta yeast res	FUS suppressor	GLP1R ag	Akt phos inh	GLP-1R inv ag	DRD3 antagonist	PTHR1 ag
CC(=O)c1ccc(-c2ccc([C@H]3[C@H]4C=CC[C@@H](C)[C@@H]4C(=O)N3Cc3ccccc3)c(F)c2)cc1	0%	5%	17%	35%	9%	i	?	-18	i
CSc1nc(Cl)cc(N2CCOCC2)n1	1%	-16%	0%	14%	14%	i	68%[activator]	8	-15%
Cc1ccc(NC(=O)N2CCN(C)c3ncccc32)cc1C	.	22%	5%	-36%	-5%	.	11%	.	-19%
CC(OC(=O)Cn1cnc2ccccc2c1=O)C(=O)NCc1ccccc1 (configuration not stated)	-3%	-22%	-2%	0%	22%	i	2%	3	-26%
COc1ccccc1NS(=O)(=O)c1ccc2oc(=S)[nH]c2c1	-2%	17%	-1%	-6%	0%	i	4%	-13	-9%
CCOC(=O)c1nnn(CC(=O)N2N=C(c3cc(C)ccc3C)CC2c2ccc(OC)cc2)c1C(=O)OCC (configuration not stated)	4%	8%	-17%	.	-1%	i	?	9	i
COc1ccc(/C=C2\N=C(c3ccccc3Cl)NC2=O)cc1	-6%	19%	17%	17%	29%	i	?	-5	-9%
C=CCC[C@H](Cc1ccc(F)cc1)C(=O)OC[C@@H](Cc1c[nH]c2ccccc12)NC(=O)[C@H](CC=C)CC(=O)N[C@H](CO)Cc1ccccc1	-3%	4%	-2%	?	-1%	i	?	-12	6%
COc1ccc(CNC(=O)COC(=O)CCCOc2ccc(Cl)cc2Cl)cc1	1%	?	14%	-9%	3%	i	3%	5	i
Cc1cccc(C)c1NC(=O)C(C)N1CCCC1 (configuration not stated)	1%	2%	-3%	-1%	2%	i	-24%	4	i
COC(=O)c1[nH]c2cc(OC)c(OC)cc2c1/C=N/Nc1ccccc1	8%	22%	7%	24%	9%	i	?	45	i
COc1ccc2cc(C3=CCCC3(C)C(=O)O)ccc2c1 (configuration not stated)	-38%[inhibitor]	3.5µM*	-55%[inhibitor]	-8%	5%	i	11%	2	-11%
CCN(CC)S(=O)(=O)c1ccc2c(c1)N(CC(=O)NCCCN1CCN(c3cc(C)ccc3C)CC1)C(=O)CO2	.	-21%	-6%	40%	.	.	?	.	-3%
Brc1ccccc1-c1nnc2sc(-c3ccc4c(c3)OCCO4)nn12	-7%	?	-2%	?	10%	i	-28%	-11	-6%[57.5 µM]
Cc1cccc(NC(=O)CCC(=O)N/N=C/c2ccco2)c1C	3%	15%	17%	.	-11%	i	0%	-3	-24%
CC(C(=O)Nc1cc([N+](=O)[O-])ccc1Cl)N1CCN(c2ccccc2O)CC1 (configuration not stated)	2%	?	12%	13%	17%	i	?	7	i
COc1nc2c(s1)C(=O)NCCC2	8%	26%	12%	-14%	-7%	i	0%	11	i
CC(C)c1ccc(NC(c2nnc(-c3ccccc3)o2)c2ccc(F)cc2Cl)cc1 (configuration not stated)	.	-3%	1%	13%	.	.	7%	.	i
CCCn1nnc(NC(=S)NC(=O)Cc2ccccc2)n1	-5%	12%	?	-15%	-1%	i	?	?	-26%
COC(=O)c1ccccc1S(=O)(=O)N1CCC(C(=O)OCC(=O)c2ccccc2OC)CC1	8%	4%	-1%	7%	8%	i	-4%	3	i
CCn1c(C)nc2cc(C(=O)NNC(=O)CCC3CCCC3)ccc21	-4%	-5%	-9%	-4%	0%	i	18%	8	-18%
O=C1C2C3C=CC(C3)C2C(=O)N1c1ccncc1 (configuration not stated)	4%	6%	9%	.	-12%	i	1%	5	i
CCCCNC(=O)CNC(=S)N(CCCN1CCOCC1)Cc1cccs1	-6%	-10%	-2%	17%	4%	i	-11%	0	i
CCN(C(=O)COC(=O)CNC(=O)c1ccc(C)cc1)c1c(N)n(Cc2ccccc2)c(=O)[nH]c1=O	-10%	4%	-10%	-2%	5%	i	4%	18	-5%
CC1C(C#N)=C(N)OC2=C1C(=O)CC(c1ccccc1)C2 (configuration not stated)	-6%	-20%	-20%	-1%	-2%	i	2%	0	-13%

Reprinted from the part before: five entries, then new ones.
SMILES	aSyn yeast inh	TDP43 rescue	Abeta yeast res	FUS suppressor	GLP1R ag	Akt phos inh	GLP-1R inv ag	DRD3 antagonist	PTHR1 ag
CCn1c(C)nc2cc(C(=O)NNC(=O)CCC3CCCC3)ccc21	-4%	-5%	-9%	-4%	0%	i	18%	8	-18%
O=C1C2C3C=CC(C3)C2C(=O)N1c1ccncc1 (configuration not stated)	4%	6%	9%	.	-12%	i	1%	5	i
CCCCNC(=O)CNC(=S)N(CCCN1CCOCC1)Cc1cccs1	-6%	-10%	-2%	17%	4%	i	-11%	0	i
CCN(C(=O)COC(=O)CNC(=O)c1ccc(C)cc1)c1c(N)n(Cc2ccccc2)c(=O)[nH]c1=O	-10%	4%	-10%	-2%	5%	i	4%	18	-5%
CC1C(C#N)=C(N)OC2=C1C(=O)CC(c1ccccc1)C2 (configuration not stated)	-6%	-20%	-20%	-1%	-2%	i	2%	0	-13%
COc1ccc(-n2nnc3c(=O)n(CC(=O)N4CCCC4)cnc32)cc1	5%	-13%	-2%	15%	-13%	.	47%[activator]	23	i
CC1CC(Nc2ccccc2)c2ccccc2N1C(=O)c1cccnc1 (configuration not stated)	-12%	-20%	-20%	1%	-2%	i	0%	?	7%[57.5 µM]
COc1ccc(N(CC(=O)Nc2cccc(N(C)S(C)(=O)=O)c2)S(=O)(=O)c2ccccc2)cc1Cl	0%	-1%	-10%	?	9%	i	?	8	-6%
O=C(Nc1ccc2oc(-c3cc(Br)ccc3Cl)nc2c1)c1cc2ccccc2o1	.	-10%	-10%	-14%	.	.	15%	.	-39%[inhibitor]
O=C(c1cc(Cl)ccc1Cl)N1CCOCC1	-7%	-8%	0%	-21%	0%	i	6%	-15	i
Cn1c(=O)n(Cc2ccccc2Cl)c(=O)c2c1nc1n2CCN1c1ccccc1	.	17%	-16%	-12%	.	.	-5%	.	-13%
CNc1nc(-c2ccc(Cl)cc2)cs1	-10%	2%	11%	-10%	10%	i	16%	-7	-20%[57.5 µM]
NS(=O)(=O)c1ccc(NC(=O)c2ccc(S(=O)(=O)N3CCc4ccccc43)cc2)cc1	0%	11%	1%	8%	5%	i	?	18	-12%
CCCOc1ccc(C2(C(=O)O)CCCC2)cc1	13%	13µM*	11%	-1%	-1%	i	3%	12	i
CCOC(=O)c1csc(NC(=O)CC2CCCC2)n1	-1%	?	23%	10%	-1%	i	-2%[7.66 µM]	18	-25%
COc1ccc([N+](=O)[O-])cc1NC(=O)CSCc1ccc(Br)cc1	2%	13µM*	-3%	18%	20%	i	?	?	-25%
CCCCCc1ccc(OCCOCCn2c[n+](C)c3ccccc32)c(CCCCC)c1	-2%	-87%[inhibitor]	-74%[inhibitor]	31%	4%	i	?	23	-48%[inhibitor]
CN(CC(=O)Nc1ccc(Cl)cc1)CC(=O)Nc1cccc2ccccc12	5%	3%	-10%	2%	-4%	i	?	-4	i
NS(=O)(=O)c1ccc(CCNc2ccn3nc(-c4ccc(OCCN5CCOCC5)cc4)cc3n2)cc1	-6%	14%	-19%	4%	3%	i	-28%	-12	i
N#Cc1ccc(OCC(=O)Nc2nc(-c3ccccn3)cs2)cc1	?	-10%	?	21%	-6%	i	?	-10	-8%
C/C(=N\Nc1nnc2c3ccccc3n(C)c2n1)c1ccc(C)o1	1%	17%	-17%	23%	6%	i	4%	10	i
Cc1nc(SC(C)C(=O)Nc2ccccc2Cl)cc(-c2ccccc2)n1 (configuration not stated)	.	0%	-11%	22%	.	.	-5%	.	i
COc1cc(C(=O)OCCNC(=O)c2ccncc2)cc(OC)c1OC	-6%	-10%	-2%	.	0%	i	23%	11	i
CCOC(=O)[C@@H]1[C@H]2COc3cc(OC)ccc3[C@@H]2N2C(=O)N(c3cccc(Cl)c3)C(=O)[C@]12C	-4%	28%	3%	-2%	-1%	i	-19%	-15	-15%
O=C(Nc1ccnn1C1CCN(C(=O)c2c(F)cccc2F)CC1)C1CC1	-3%	25%	7%	.	5%	i	11%	-15	-19%
C[C@H](O)[C@@H]1C(=O)N2CCc3c([nH]c4ccccc34)[C@@H]2C[C@@H]1N(C)C(=O)Nc1ccc(F)cc1	-3%	18%	-5%	-2%	-7%	i	-27%	-20	-11%
CCOc1ccccc1Nc1nnc(SCC(=O)NC(Cc2c[nH]c3ccccc23)C(=O)O)s1 (configuration not stated)	-1%	-6%	-15%	?	-2%	i	-14%	-9	8%
Cc1ccc2[nH]c(=O)c(CN(c3cccc(C)c3C)S(=O)(=O)c3ccccc3)cc2c1	-3%	18%	9%	-10%	2%	i	-6%	2	-4%
COc1ccc(S(=O)(=O)NC(CC(=O)NCc2ccco2)C(C)C)cc1 (configuration not stated)	-2%	-12%	0%	-9%	8%	i	1%	32	-27%

Fetched by structure from the entries so far (two):
SMILES	aSyn yeast inh	TDP43 rescue	Abeta yeast res	FUS suppressor	GLP1R ag	Akt phos inh	GLP-1R inv ag	DRD3 antagonist	PTHR1 ag
CCOc1ccccc1Nc1nnc(SCC(=O)NC(Cc2c[nH]c3ccccc23)C(=O)O)s1 (configuration not stated)	-1%	-6%	-15%	?	-2%	i	-14%	-9	8%
CC1CC(Nc2ccccc2)c2ccccc2N1C(=O)c1cccnc1 (configuration not stated)	-12%	-20%	-20%	1%	-2%	i	0%	?	7%[57.5 µM]
